Screening results as filed in PubChem BioAssay.
ASAP1 inh = blocks human ASAP1-stimulated Arf1 GTP hydrolysis; Q9ULH1; GDP FP detection; 360,000 compounds, 0.19% hits; inhibition, % at 16.5 µM; in the data active means inhibition above about 25%;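 further: 0% = vehicle with enzyme and substrate and 100% = no enzyme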
TDP2 absorb = TDP2 (human) inhibition, absorbance primary screen; inhibition, % at 12.8 µM; 370,000 compounds, 0.34% hits; recombinant TDP2, T5PNP hydrolysis, p-nitrophenol absorbance 415 nm; O95551;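 active means inhibition above the mean of all tested compounds plus 3 SD, set per campaign, cut at about 25% in these data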;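 further: 0% = DMSO with enzyme and 100% = buffer with substrate but no TDP2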
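Test system: human TDP2 enzyme; Input: 120 nM TDP2 per well; Buffer or medium: Mg2+-containing Tris-HCl buffer, pH 7.5; Reagent: 5 mM T5PNP; Dosing: 12.8 µM single point, 1% DMSO; Incubation: reaction 2 h, 37 °C; Detection: p-Nitrophenol epi absorbance; Read-out: % inhibition relative to enzyme-containing and enzyme-free wells; Replicates: single well per compound.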
ADAM17 inh = inhibitors of human ADAM17 | P78536 | recombinant ADAM17, EDANS/DABCYL FRET peptide cleavage | inhibition, % at 6.95 µM | 370,000 compounds, 0.83% hits | AID 720648;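 active means inhibition above the mean of compounds lying between control limits plus 3 SD, set per campaign, cut at about 8.5% in these data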;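 further: 0% = DMSO-only wells as the low control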
ARFGAP1 inh = rat ARFGAP1 inhibition; Q62848; inhibition, % at 16.5 µM; Arfgap1-stimulated ARF1 GTP hydrolysis, GDP FP detection; 360,000 compounds, 0.26% hits; AID 651572;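 active means inhibition above a per-plate limit, mean inhibition of low control wells plus 3 SD, cut at about 25% in these data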;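 further: 0% = DMSO wells with enzyme and 100% = wells lacking Arfgap1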
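Material – truncated rat Arfgap1 GAP domain · Buffer or medium – HEPES-based buffer, pH 7.5 · Reagent – human ARF1(Δ1-17)-GTP substrate · Dosing – 16.5 µM single point, 1.26% DMSO · Schedule – GTP hydrolysis reaction 2 h at 25 °C · Technique – GDP detection by fluorescence polarization · Benchmarks – No-Arfgap1 wells (100%) versus DMSO full-reaction wells (0%) · Repeats – single replicate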
Tn6 DDE FP = inhibitors of Tn6 peptide binding to human fibrin DD(E); P02675; Fibrin DD(E) TRITC-Tn6 fluorescence polarization displacement; inhibition, % at 8.3 µM; 370,000 compounds, 0.21% hits; AID 720509;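 active means inhibition above a per-campaign cutoff: mean of compounds within control limits plus 3 SD, cut at about 15% in these data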;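 further: 0% = median of all compound wells on the plate and 100% = blocking peptide control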
DDE Tn7 FP inh = disrupts Tn7 cyclic peptide binding to fibrin D-Dimer-E complex | P02675 | FP displacement of FITC-Tn7 peptide from fibrin DD(E); 0% = median of compound wells per plate | inhibition, % at 8.3 µM | 370,000 compounds, 0.13% hits | AID 720508;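 active means inhibition above the mean of compounds falling within the control limits plus 3 SD of them, cut at about 14% in these data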;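 further: 0% = plate median of compound wells and 100% = 10 µM Aha-Tn7 peptide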
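System: human fibrin DD(E); quantity: Fibrin-DD(E) at 2 µM final; also added: fluorescent Tn7 probe at 0.1 µM; compound dosing: single nominal test concentration of 8.3 µM per compound; schedule: 10 min preincubation, 3 h with tracer, room temperature; detection: fluorescence polarization of the labelled Tn7 tracer; repeats: one replicate per compound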
ADAM10 inh = ADAM10 inhibition, QFRET primary screen. inhibition, % at 7 µM. recombinant ADAM10, EDANS/DABCYL FRET peptide cleavage, 3 h. O14672. 370,000 compounds, 0.62% hits;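 active means inhibition above a per-campaign cutoff equal to the mean of compounds falling between control-based bounds plus 3 SD, cut at about 20% in these data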;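 further: 0% = DMSO wells while the 100% control is not disclosed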
KLK7 zymogen act = proKLK7 (human) activation, primary screen. 370,000 compounds, 0.9% hits. P49862. purified proKLK7, EDANS-DABCYL substrate fluorescence; 100% is mature enzyme control, 0% vehicle. activation, % at 7 µM. AID 652039;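 active means activation above the mean of all tested compounds plus 3 SD, computed per campaign excluding outliers beyond control limits, cut at about 13% in these data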
LEDGF integ inh = blocks HIV-1 LEDGF/p75-dependent DNA integration. TR-FRET IN-LEDGF/p75 DNA integration, Eu/Cy5. inhibition, % at 3.7 µM. 370,000 compounds, 0.64% hits. AID 743269;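 active means inhibition above the screen-wide mean plus 3 SD, cut at about 13% in these data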;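 further: signal is the Cy5 over europium emission ratio at 671 and 618 nm; 0% = plate median of compound wells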
PLC-gamma1 inh = inhibitors of human phospholipase C gamma1. 370,000 compounds, 0.84% hits. purified PLC-gamma1, fluorogenic substrate, fluorescence. AID 720700. inhibition, % at 12.2 µM; in the data active means inhibition above about 9.5%
Target sequence (P19174 whole entry, looked up): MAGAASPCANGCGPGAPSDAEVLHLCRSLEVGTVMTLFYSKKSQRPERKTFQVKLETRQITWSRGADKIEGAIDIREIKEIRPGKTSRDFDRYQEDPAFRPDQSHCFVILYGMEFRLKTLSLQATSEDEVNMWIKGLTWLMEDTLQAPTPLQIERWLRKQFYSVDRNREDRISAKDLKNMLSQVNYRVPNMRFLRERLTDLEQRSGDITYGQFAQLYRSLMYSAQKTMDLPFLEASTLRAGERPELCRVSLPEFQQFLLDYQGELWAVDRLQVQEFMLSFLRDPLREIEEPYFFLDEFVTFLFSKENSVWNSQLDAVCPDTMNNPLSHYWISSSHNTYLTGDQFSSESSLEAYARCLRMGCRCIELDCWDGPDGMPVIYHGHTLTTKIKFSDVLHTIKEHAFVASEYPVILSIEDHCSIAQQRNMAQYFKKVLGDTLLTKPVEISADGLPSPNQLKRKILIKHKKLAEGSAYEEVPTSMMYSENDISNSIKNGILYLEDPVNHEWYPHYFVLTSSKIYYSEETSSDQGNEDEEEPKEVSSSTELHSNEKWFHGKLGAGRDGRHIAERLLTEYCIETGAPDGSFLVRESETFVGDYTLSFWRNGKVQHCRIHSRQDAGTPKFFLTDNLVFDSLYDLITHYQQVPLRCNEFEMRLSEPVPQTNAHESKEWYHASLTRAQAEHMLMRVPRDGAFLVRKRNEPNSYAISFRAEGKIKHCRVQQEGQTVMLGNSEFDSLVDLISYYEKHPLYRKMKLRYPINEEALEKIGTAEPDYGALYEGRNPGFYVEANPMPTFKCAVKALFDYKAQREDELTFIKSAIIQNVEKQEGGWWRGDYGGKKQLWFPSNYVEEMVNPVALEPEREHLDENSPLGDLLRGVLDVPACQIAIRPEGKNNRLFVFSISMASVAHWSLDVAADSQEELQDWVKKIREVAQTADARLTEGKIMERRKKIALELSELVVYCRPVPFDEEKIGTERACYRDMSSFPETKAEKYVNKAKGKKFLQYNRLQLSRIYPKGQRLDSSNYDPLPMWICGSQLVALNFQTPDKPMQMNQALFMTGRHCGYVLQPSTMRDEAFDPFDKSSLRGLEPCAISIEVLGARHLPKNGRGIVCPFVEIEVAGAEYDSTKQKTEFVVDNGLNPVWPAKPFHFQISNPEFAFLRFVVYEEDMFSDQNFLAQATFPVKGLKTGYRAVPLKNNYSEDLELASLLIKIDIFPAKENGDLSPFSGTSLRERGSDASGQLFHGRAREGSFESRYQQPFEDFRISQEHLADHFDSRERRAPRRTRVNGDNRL
* marks the source's active call; other numbers are inactive results; i = inactive; . = no result given.

SMILES	ASAP1 inh	TDP2 absorb	ADAM17 inh	ARFGAP1 inh	Tn6 DDE FP	DDE Tn7 FP inh	ADAM10 inh	KLK7 zymogen act	LEDGF integ inh	PLC-gamma1 inh
Cc1ccc(S(=O)(=O)N2CCC[C@H]2C(=O)OCC(=O)Nc2ccc3c(c2)OCO3)cc1	11	-6	0	-12	-1	-1	2	0.1	6	0
CCOC(=O)c1cc2c(ccn2C)n1CC(=O)N(Cc1ccccc1)c1ccc(F)cc1	0	2	-2	1	-1	-11	0	-0.6	1	-1
COC(=O)NC1c2ccccc2Oc2ccccc21	-11	6	-2	-2	-1	-3	-2	-0.4	0	3
CNc1ccc(Oc2c(F)c(F)nc(F)c2F)cc1	3	5	-1	5	-4	-8	0	0.3	9	3
Cc1ccc(S(=O)(=O)NCCC(=O)OCn2nnc3ccccc3c2=O)cc1	0	5	-8	15	-6	1	-35	-0.4	-2	1
O=C(c1ccc(S(=O)(=O)N2CCOCC2)cc1)N1CCc2ccccc2C1	3	-11	-7	3	-4	-2	4	-0.3	-1	9
COc1cc(NC(=O)CN2CCN(c3ccccc3)CC2)c(C)cc1[N+](=O)[O-]	3	-7	6	5	1	-11	-12	0.0	-3	5
Cc1nn(C)c(C)c1Sc1ccccc1N	1	5	-3	8	-1	-5	-2	0.0	3	3
CCOC(=O)N1CCN(C(=O)C[C@@H]2C[C@@]3(C(=O)OCC)CCC=C3N(Cc3ccc(Cl)cc3Cl)C2=O)CC1	-6	-7	1	4	5	4	10	-0.2	-6	-2
COc1cc(/C=C/c2cc(OC(C)=O)c3ccccc3n2)c(OC(C)=O)c([N+](=O)[O-])c1	-5	6	0	-1	-2	0	1	-0.2	2	-1
COc1ccc(C(C)=O)cc1COC(=O)CSCC(=O)Nc1ccc(C)cc1	7	-1	-3	5	-3	3	-2	0.3	-7	-4
O=C(O)C1CCCCC1C(=O)Nc1ccc2c(c1)OCCO2 (stereo unspecified)	16	5	-6	-14	0	-4	-3	-0.4	-1	0
COc1ccccc1C(CNC(=O)C(CCSC)NS(=O)(=O)c1ccccc1F)N1CCCC1 (stereo unspecified)	8	18	0	0	2	-4	-3	-0.1	-2	-4
Cc1ccc(C(=O)Nc2ccc(C(=O)O)cc2)cc1S(=O)(=O)Nc1cccc([N+](=O)[O-])c1	6	5	0	-6	-3	9	0	-0.2	-1	3
N#CCC(=O)N/N=C/c1cn(Cc2cccc3ccccc23)c2ccccc12	-6	-10	-4	-5	3	-4	-5	0.4	4	-1
COc1cccc(C(c2cccc(OC)c2)c2ccccc2C(=O)O)c1	-2	1	-8	3	-2	1	-7	0.3	0	2
Cc1ccccc1OCC(=O)OC(C(=O)c1ccccc1)c1ccccc1 (stereo unspecified)	-3	-5	0	-1	5	8	0	0.1	-2	2
COc1ccc2c(c1)OC(O)(C(F)(F)F)CC2=O (stereo unspecified)	8	2	-3	0	6	-8	-6	-0.4	2	-5
O=C(CSc1nnc(-c2ccncc2)n1Cc1ccccc1)Nc1nccs1	-2	1	0	11	-10	3	0	-0.2	-4	-1
CCOc1ccccc1CN1CCNC(=O)C1CC(=O)NC1CCCCCCC1 (stereo unspecified)	9	5	-2	-5	-1	1	3	-0.5	1	-2
O=C(CSCc1c(F)cccc1Cl)Nc1cccnc1	-5	6	-3	1	0	2	-6	0.3	-1	-2
CC(=O)N1N=C(c2cccs2)CC1c1ccco1 (stereo unspecified)	1	5	-7	-3	-4	1	-14	-0.8	-4	-6
C=CCn1c(-c2sccc2C)n[nH]c1=S	-3	2	-3	-10	5	-6	-2	-0.3	2	-1
CCN(CC(=O)Nc1ccc(NC(C)=O)cc1)CC(=O)Nc1cccc(Cl)c1	-11	-1	0	9	2	-5	5	0.2	5	3
Cc1ccc(C2NC(=O)c3c(sc(C)c3C)N2)c(O)c1 (stereo unspecified)	-17	8	-26	-7	2	6	-48	-0.6	2	-172
(next part)
SMILES	ASAP1 inh	TDP2 absorb	ADAM17 inh	ARFGAP1 inh	Tn6 DDE FP	DDE Tn7 FP inh	ADAM10 inh	KLK7 zymogen act	LEDGF integ inh	PLC-gamma1 inh
CSc1ccc(NC(=O)Nc2cccn(Cc3ccccc3)c2=O)cc1	-6	4	-1	8	1	4	-5	-4.5	-2	-22
Cc1ccc(-c2csc(C(C)(O)c3cccc(F)c3)n2)cc1C (stereo unspecified)	15	-10	4	11	-8	-5	13	0.5	0	-1
NC(=O)C1(N2CCCCC2)CCN(C(=O)NC23CC4CC(CC(C4)C2)C3)CC1	10	9	-3	-2	3	-2	3	0.0	2	3
CC(=O)N1CCc2cc(S(=O)(=O)NC(CC(C)C)C(=O)N3CCn4c3nc3ccccc34)ccc21 (stereo unspecified)	-1	3	-1	22	-4	-5	3	0.9	-2	2
Cc1ccc(C)c(NC(=O)/C(C#N)=C/c2cn(CC(=O)NCc3ccco3)c3ccccc23)c1	6	-6	-4	-2	0	0	-10	-3.3	-2	-2
CCOc1ccc(-n2nnnc2SCC(=O)N2CCOCC2)cc1	-2	4	0	-5	0	-2	-20	-0.2	-1	1
Cc1ccccc1NC(=O)Cc1nc(COC(=O)CCC(=O)c2ccccc2)cs1	-5	2	-2	-14	-9	2	-6	0.6	3	3
CCOc1ccc(-n2c(Cc3cc(=O)[nH]c(=O)[nH]3)nnc2SCC)cc1	-2	6	-7	2	7	-1	-8	-0.3	-1	0
N#Cc1ccc(/C=N/NC(=O)c2ccccc2F)cc1	-4	-5	3	-13	3	-4	-3	-0.1	-2	-3
Cc1ccc(/C(O)=C/C(=O)C(=O)NNC(=O)C(O)(c2ccccc2)c2ccccc2)cc1	17	-2	2	-1	4	-7	6	-0.6	-1	-2
O=C(Cn1nnc2ccccc2c1=O)NCCc1ccc(Cl)cc1Cl	-19	5	-4	-5	2	0	-9	-0.1	0	-2
COc1cc(/C=N/NC(=O)C(Cc2c[nH]c3ccccc23)NC(=O)OCc2ccccc2)cc([N+](=O)[O-])c1O (stereo unspecified)	-15	-11	9.1*	-3	4	-1	41*	0.3	6	11*
O=C(CSC1=NCCS1)Nc1nc2ccccc2s1	-6	13	0	2	0	3	6	-0.3	-1	1
COC(=O)c1c(NC(=O)CN2C(=O)NC(CCc3ccccc3)C2=O)sc2c1CCCCC2 (stereo unspecified)	7	8	0	4	2	-1	2	-0.2	-3	-3
Cc1cn(C2CCCCO2)c(=O)nc1NO (stereo unspecified)	14	2	0	2	-2	-4	3	0.6	0	1
COCCNC(=O)c1ccc(-c2csc(C)n2)cc1	-8	15	-4	-18	-4	-3	-3	0.1	-8	0
O=C(Nc1ccccc1C(=O)N1CCOCC1)c1ccc([N+](=O)[O-])cc1	4	8	1	-7	4	-4	-2	-0.4	-1	1
CCC(OC(=O)c1cc2sccc2n1C)C(=O)NCc1ccco1 (stereo unspecified)	-1	-2	1	-5	-7	2	1	-0.1	4	0
C[C@]12C(=O)N(c3ccc(F)cc3)C(=O)N1[C@@H]1c3ccccc3OC[C@@H]1[C@H]2c1ccccc1	-4	0	2	3	4	2	13	0.3	-2	4
CCOc1ccc(NS(=O)(=O)c2ccc(OCC)c3ncccc23)cc1	12	10	-2	-9	-2	-2	0	0.2	-1	1
COCCNC(=O)c1onc(CSc2ccc(F)cc2)c1C(=O)NCCOC	9	-5	4	-4	0	-10	3	0.1	3	2
CN(c1ccccc1)S(=O)(=O)c1cccc(C(=O)OCC(=O)Nc2ccc(C(N)=O)cc2)c1	-14	-9	2	17	-2	4	8	-0.5	4	6
COc1ccc(CN(C)C(C)C(=O)NC2CCCc3ccccc32)cc1 (stereo unspecified)	-8	-3	-1	11	3	-4	3	1.1	5	2
CC(=O)Nc1ccc(NC(=O)c2cc(-c3ccccc3)nc3ccccc23)cc1	16	4	-9	0	-3	8	-13	-0.3	2	1
O=C(Nc1cccc(Cl)c1N1CCCC1)c1ccc(Br)o1	3	-14	3	-6	-1	-7	7	0.0	5	4
(continued)
SMILES	ASAP1 inh	TDP2 absorb	ADAM17 inh	ARFGAP1 inh	Tn6 DDE FP	DDE Tn7 FP inh	ADAM10 inh	KLK7 zymogen act	LEDGF integ inh	PLC-gamma1 inh
Nc1nnnn1/N=C/c1ccco1	-4	-6	-1	7	3	2	-10	0.1	0	-2
Cc1nnc(SCC(=O)Nc2nccs2)n1N	-5	-2	-5	4	4	0	-8	0.3	3	-4
COc1ccc(-n2c(N)c(C(=O)Nc3c(C)n(C)n(-c4ccccc4)c3=O)c3nc4ccccc4nc32)cc1	18	6	-10	6	1	2	-15	-0.3	2	-11
Cc1onc(-c2c(Cl)cccc2Cl)c1C(=O)N1CCc2ccccc21	6	-4	2	3	-1	-4	-4	-3.5	-5	2
COC(=O)C[C@@H]1CC[C@@H]2[C@H](COc3ccc(NC(=O)Nc4c(C)noc4C)cc3C(=O)N2C)O1	.	8	-3	.	5	-4	-3	-0.1	-2	-1
Cc1ccc(S(=O)(=O)CCc2nnc(N)s2)cc1	-13	4	-7	7	-1	2	-3	-0.1	0	-1
COc1ccccc1N1CCN(C(=O)NCc2ccc(Cl)cc2)CC1	-11	-12	-1	-2	1	-3	0	-0.4	0	2
CCCOCC(O)CC(CC)C(=O)NNC(=S)Nc1ccccc1 (stereo unspecified)	1	7	-2	-1	1	-2	-6	0.4	6	2
C=CCn1c(SCC(=O)NCC2CCCO2)nc2c([nH]c3ccccc32)c1=O (stereo unspecified)	-1	-6	-5	-1	-2	-4	-11	-0.5	0	6
Nc1ccc2c(c1)[nH]c(=O)c1ccccc12	-18	3	-301	-3	-4	-4	i	38*	-6	i
CCCCCOC(=O)C1[C@H]2C(=O)N(Cc3cccs3)C[C@]23C=C[C@H]1O3 (stereo partly specified)	10	-3	0	-10	5	-1	1	0.6	3	-1
Oc1ccc(/C=N/NC(=S)Nc2cccnc2)cc1O	-3	-8	-4	-3	0	3	-14	-1.3	21*	-14
COC(=O)c1ccc(CN2CCC(CO)(CCOc3ccccc3)CC2)cc1	-7	3	0	12	4	4	3	1.0	-3	1
CNc1cncc(-c2cc(OC)ccc2OC)n1	-19	0	-10	5	0	-9	-29	0.1	-2	-28
